Screens (PubChem BioAssay)
HCV inhibitor: inhibitors of hepatitis C virus infection | Huh7.5.1 HCVcc-Cre infection, luciferase reporter, 44 h | Potency, µM (series often up to 41.8 µM), inactives show at the highest dose activity change, negative = inhibition, most hits filed as inhibitors | 340,000 compounds, 3.4% hits
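Compounds are dispensed onto cells plated 4 h earlier at 1,000 per well, with HCVcc-Cre virus (about 0.5 moi) added next. Following 44 h of culture, luminescent signal is measured for 15 sec after 15 min with substrate at room temperature.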
Sm TGR inh: S. mansoni TGR enzyme inhibition. Q962Y6. purified TGR, DTNB reduction, TNB absorbance 405 nm. Potency, µM (doses to about 114 µM), for inactives: at the highest dose activity change, negative = inhibition, usual class: inhibitors. 360,000 compounds, 3% hits; also: nearly all actives have a fitted effect of over 60% in size
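First, TGR (20 nM dispensed) and NADPH were mixed with compound. Second, a 15 min room-temperature incubation followed. Third, further NADPH and then DTNB were added to start the reaction. Finally, TNB absorbance was monitored kinetically.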
Pf growth 48h: P. falciparum growth inhibition at 48 hours (one generation). AID 504832. P. falciparum luciferase growth in erythrocytes, 48 h. 310,000 compounds, 5.9% hits. Potency, µM (top dose mostly 28.7 µM), for the others: top-dose activity change, negative = inhibition, actives largely listed as inhibitors
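In quantitative HTS format, infected erythrocytes bearing luciferase-reporter parasites were treated for a single generation at 37 C. Luminescence after adding detection reagent served as the growth measure.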
LmPK inh: inhibitors of Leishmania mexicana pyruvate kinase | Q27686 | 290,000 compounds, 0.37% hits | Potency, µM (titrated, usually from 57.5 µM), inactives show top-dose activity change, negative = inhibition, actives largely listed as inhibitors | AID 1721 | purified LmPK, Kinase-Glo ATP luminescence, 1 h
Target sequence (Q27686 whole entry, looked up): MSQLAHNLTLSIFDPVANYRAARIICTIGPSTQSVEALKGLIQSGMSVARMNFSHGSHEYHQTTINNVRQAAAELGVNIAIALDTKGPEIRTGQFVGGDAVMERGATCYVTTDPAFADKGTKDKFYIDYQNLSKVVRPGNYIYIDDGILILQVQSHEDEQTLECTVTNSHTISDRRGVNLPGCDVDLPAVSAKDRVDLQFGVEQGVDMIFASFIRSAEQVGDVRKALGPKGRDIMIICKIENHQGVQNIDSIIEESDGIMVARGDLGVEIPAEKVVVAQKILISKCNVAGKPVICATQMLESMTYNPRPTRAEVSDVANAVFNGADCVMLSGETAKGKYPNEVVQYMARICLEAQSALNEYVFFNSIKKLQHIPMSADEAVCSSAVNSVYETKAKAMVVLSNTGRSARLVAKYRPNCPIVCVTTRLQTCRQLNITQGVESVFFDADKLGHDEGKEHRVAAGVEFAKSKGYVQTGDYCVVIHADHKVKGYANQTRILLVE
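ATP generated from ADP (0.1 mM) and PEP (0.5 mM) by 0.1 nM LmPK over 1 h at room temperature (pH 7.2 imidazole buffer) was detected by coupled luciferase luminescence. Values were normalized to uninhibited and no-enzyme wells.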
TbPYK inhibitor: T. brucei pyruvate kinase inhibition; TbPYK enzyme, Kinase-Glo Plus ATP luminescence, 45 min; Potency, µM (top dose mostly 76.8 µM), for the others: at the highest dose activity, negative = inhibition, usual class: inhibitors; 410,000 compounds, 0.12% hits; AID 624173; also: nearly all actives have a fitted effect of over 50% in size
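Glycolytic pyruvate kinase of T. brucei was incubated with substrate, test compound and 130 uM ADP for 45 minutes at room temperature. Luminescent Kinase-Glo Plus signal was measured after 10 minutes.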
Pf growth 96h: P. falciparum growth inhibition at 96 hours | 320,000 compounds, 6.9% hits | P. falciparum luciferase reporter growth, 96 h | AID 504834 | Potency, µM (series often up to 28.7 µM), without a hit: at the top dose activity change, negative = inhibition, usual class: inhibitors
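Compounds incubated with erythrocytes infected by luciferase-expressing P. falciparum (2% hematocrit, 0.05% parasitemia final) for 96 hours, 37 C in 5% CO2. Growth inhibition scored as decreased luciferase luminescence.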
The depositor's hits bear a star; ? = inconclusive; . = no result given; & = joins results of further samples; [ ] = another dose, or the depositor's remark. Calls follow the shape of the dose curve; as a rule, active = well fitted curve in the direction sought with a large enough effect; inconclusive = small, poorly fitted or top-dose-only effect, or another doubt; inactive = no such curve, though single readings can be large; an effect the other way counts as inactive or inconclusive. % is scaled to controls: 0 for no effect and ±100 for the full control effect; potency is read from the fitted curve at half-maximal effect.

Each structure is followed by: HCV inhibitor, Sm TGR inh, Pf growth 48h, LmPK inh, TbPYK inhibitor, Pf growth 96h
> CCN(CC)C(=O)C1CCCN(c2ncnc3c2cnn3-c2cccc(C)c2)C1 (centres undefined)
 : ?, ?, ., 8%, 7%, ?
> Cc1cccc(-n2c(CNC(=O)c3ccc(S(=O)(=O)N4CCCCC4)cc3)n[nH]c2=S)c1
 : 9%, -3%, -5%, 10%, 7.9µM*, -3%
> COc1ccc(NC(=O)c2n[nH]c(=O)c3ccccc23)cc1S(=O)(=O)N1CCCCC1
 : 11µM*, 0%, ?, 3%, -2%, ?
> O=C(CN1CCOCCOCCOCCOCC1)Nc1ccccc1
 : 3%, -3%, 28%, 6%, 6%, 350%[activator]
> O=C1N/C(=N/N=C/c2ccc(O)cc2)SC1Cc1ccccc1 (centres undefined)
 : 23%, 1%, ?, -3%, -1%, ?
> Cc1nn(C)cc1/C=N\NC(=O)Cc1ccc([N+](=O)[O-])cc1
 : 9%, 7%, 15%, 3%, -3%, 4%
> Cc1nc(-c2cccc(NC(=O)c3ccc(-n4cccn4)cc3)c2)cs1
 : 11µM*, 0%, -13%, ., -9%, 15%
> C=CCNC(=O)c1c(O)c2cccc3c2n(c1=O)CCC3
 : -20%, -26%, -15%, 3%, 1%, ?
> COc1cccc(C(=O)Oc2cc(N)n(S(=O)(=O)c3ccc(C)cc3)n2)c1OC
 : 13%, -24%, 10%, 0%, -6%, -6%
> COc1cc(OC)c(C=O)c(OC(=O)N(C)C)c1
 : 1%, -8%, -5%, 0%, -2%, 18%[1.15 µM]
> CC1(C)C2CCC1(CS(=O)(=O)N1CCC(C(=O)O)CC1)C(=O)C2 (centres undefined)
 : 8%, -5%, 10%, 7%, 0%, 15%
> O=C(NNC(=O)c1ccncc1)NC1CCCCC1
 : 1%, 14%, 50%, 0%, 4%, -3%
> CN1CCN(c2ccc(CNS(=O)(=O)c3cccc(F)c3)cc2)CC1
 : 10%, 4%, 13%, -5%, -3%, 23%
> COC(=O)c1sccc1NC(=O)c1cccc(OC)c1
 : ?, 5%, ., 1%, -15%, 48%[activator]
> Cc1ccc(/C(O)=C2/C(=O)C(=O)N(Cc3cccnc3)C2c2ccccn2)cc1 (centres undefined)
 : 33%[activator], 7%, 0%, 5%, -6%, .
> Cc1ccc2c(c1)N(CC(=O)NC1CCCCC1)C(=O)c1cccnc1O2
 : 8%, -15%, -9%, 2%, 1%, 2%
> CC(=O)Nc1nc2c(c3c1c(=O)oc1ccccc13)CC(C)CC2 (centres undefined)
 : -6%, -1%, 15%, 3%, ., -1%
> CC(=O)Oc1ccc(-c2cccc(C(=O)NCCO)c2)cc1
 : 9%, 0%, 24%, -4%, -1%, 25%
> O=S(=O)(Nc1nc2ccccc2nc1NCc1ccco1)c1cccs1
 : 13%, ?, 4%, 5%, -2%, .
> CC1C(=O)O[C@@H]2C[C@@H](C)[C@@H]3CCC(=O)[C@@]3(C)[C@@H](O)[C@H]12 (some centres undefined)
 : 18%, 7%, 63%[activator], -5%, 0%, 73%[activator]
> O=C1c2cc(Cl)ccc2OC2(CCNCC2)C12CC(c1ccc(Cl)cc1)=NO2 (centres undefined)
 : ?, 4%, ?, 2%, -2%, -7%
> CN(/N=C/C=C/c1ccccc1)C1=NS(=O)(=O)c2ccccc21
 : 13%, -7%, 26%, 5%, -5%, ?
> O=C(CSc1nc2ccccc2n1CC(=O)N1CCCC1)N1CCN(C(=O)c2ccco2)CC1
 : 7%, -12%, -16%, -4%, -5%, 6.6µM*
> COc1ccc(N2CCN(C(=O)[C@@H](NC(=O)c3cc(OC)cc(OC)c3)C(C)C)CC2)cc1
 : ?, -19%, ?, 2%, 1%, ?
> O=C1NC(=S)NC(=O)C1=Cc1ccc(OCC(=O)N2CCCC2)cc1
 : 12%, 10µM*, 3%, 10%, ?, 31%[activator]
> COc1cc(NC(=O)CSc2nc(C3CC3)nc3ccccc23)cc(OC)c1
 : ?, 8%, -9%, -8%, 2%, 0%
> O=C(CCS(=O)(=O)c1cccc2nonc12)NCCc1ccccc1Cl
 : -15%&-9%, ?, 4%, -9%, -13%, ?
> COC(=O)C1=C(C)C(c2cccs2)NC(=O)N1C (centres undefined)
 : 1%, 2%, -24%, 0%, -5%, -26%
> NNC(N)=O
 : -4%, 2%, 1%, ., 0%, 0%
> COc1ccc(SC[C@H](Cc2ccccc2)N2CCN(CCc3ccccc3)CCC2=O)cc1
 : ?, 18µM*, ?, 4%, 5%, 4.7µM*

Another view of part of the listing above.
SMILES	HCV inhibitor	Sm TGR inh	Pf growth 48h	LmPK inh	TbPYK inhibitor	Pf growth 96h
O=C1c2cc(Cl)ccc2OC2(CCNCC2)C12CC(c1ccc(Cl)cc1)=NO2 (centres undefined)	?	4%	?	2%	-2%	-7%
CN(/N=C/C=C/c1ccccc1)C1=NS(=O)(=O)c2ccccc21	13%	-7%	26%	5%	-5%	?

Further entries
Each structure is followed by: HCV inhibitor, Sm TGR inh, Pf growth 48h, LmPK inh, TbPYK inhibitor, Pf growth 96h
> CC(=O)c1ccc(NC(=O)c2ccc(N3CCCC3=O)cc2)cc1
 : ?, -6%, -3%, ., 0%, 2%
> O=C(O)C1=C[C@@H](c2csc3ccccc23)C[C@@H](OCc2ccc(CO)cc2)O1
 : 10%, -29%, 47%[activator], 2%, 1%, 53%[activator]
> Cc1nnc(SCC(=O)N2CCOCC2)s1
 : -31%, -5%, 22%, -1%, 1%, 8%
> O=C(OCc1c(F)cccc1Cl)c1cnccn1
 : ?, 5%, 8%, 0%, -3%, .
> COC(=O)COc1ccc(S(=O)(=O)N2CCc3ccccc3C2)cc1
 : 10%, -2%, 7%, 6%, -7%, .
> CC(=O)Nc1ccc(S(=O)(=O)NCC(CCC(=O)O)C(F)(F)F)cc1 (centres undefined)
 : 25%, ?, 27%, -6%, -13%, 75%[activator]
> N/C(=N\OC(=O)c1ccc2ccccc2c1)c1ccc(Br)cc1
 : 2%, -8%, 13µM*, 1%, 0%, 293%[activator]
> Cc1c(C)c2cc(Cl)c(O)c(CN3CCCC(C)C3)c2oc1=O (centres undefined)
 : 15%, -21%, ?, 5%, -4%, -13%
> O=C1CSC(c2ccc(Cl)c(Cl)c2)N1c1nccs1 (centres undefined)
 : 14%, -9%, ?, ., 0%, -30%
> CCn1ccnc1CN1CCC(n2nccc2NC(=O)c2ccccc2OC)CC1
 : 10%, 0%, 16%, 2%, -2%, -11%
> c1ccc(Cn2nnnc2CN2CCN(Cc3ccc4c(c3)OCO4)CC2)cc1
 : 19%, -13%, -8%, 1%, -4%, 68%[activator]
> CCOC(=O)c1ccccc1N/C=C1\CCCCC1=O
 : ?, -1%, 4%, 4%, 6%, 42%[activator]
> CC(C)N(C(=O)COC(=O)CNC(=O)c1ccc(Br)cc1)c1ccccc1
 : 3%, -11%, 5%, -1%, -6%, ?
> CCn1c2ccccc2c2cc(NC(=O)COC(=O)c3cc(S(=O)(=O)N4CCCCC4)ccc3Cl)ccc21
 : ?, -7%, 32%, -1%, -7%, 36%[activator]
> O=C(CNCc1ccc(Cl)cc1)N1CCc2ccccc2C1
 : 4%, -21%, ., -7%, 4%, 36%[activator]
> COc1ccc(NC(=O)c2cc3cc(C)ccc3n2C)c(OC)c1
 : -16%, 8%, ?, -1%, -1%, ?
> CCOC(=O)CN1C(=O)C(Sc2n[nH]c(-c3ccccc3)n2)CCc2ccccc21 (centres undefined)
 : ?, 6%, ., 1%, 10%, 5.9µM*
> O=C(NNC(=O)c1ccccc1F)c1ccc(Cl)c(S(=O)(=O)N2CCOCC2)c1
 : -2%, -2%, -16%, ., 3%, -24%
> CCCCCC(=O)Nc1ccc(S(=O)(=O)Nc2nccnc2OC)cc1
 : 18%, 4%, -8%, 1%, -3%, 2.3µM*
> O=C(CCN1C(=O)c2ccccc2S1(=O)=O)NCc1ccc(F)cc1
 : -8%, 3%, 4%, ., 1%, 33%
> Cc1cc(=O)[nH]c(-c2ccccc2OC(F)(F)F)n1
 : 16%, 1%, 0%, 4%, 3%, 0%
> O=C(O)CN1C(=O)c2ccc(Oc3cccc4c3C(=O)N(CC(=O)O)C4=O)cc2C1=O
 : 5%, 2%, -3%, 0%, -5%, .
> CCCN(CC(=O)Nc1ccc(OC)c(OC)c1)CC(=O)Nc1ccc(F)c(F)c1F
 : ?, 6%, -38%, 2%, -6%, ?
> COc1cccc(N(CC(=O)NC2CCCCCC2)S(=O)(=O)c2ccccc2)c1
 : 3%, -11%, ?, -14%, -8%, 13µM*
> COc1ccc(CSCCc2n[nH]c(=S)n2-c2ccccc2)cc1C
 : 7%, 9%, ?, 1%, ?, 41%[activator]
> O=C(Nc1ccc(Cl)cc1C(=O)NCC1CCCO1)c1ccc(Cl)cc1Cl (centres undefined)
 : ?, 8%, 8.3µM*, 7%, -2%, -13%
> CCSc1nnc(NC(=O)/C=C/c2ccco2)s1
 : 7%, 22µM*, 103%[activator], 10%, -1%, ?
> O=C(NC(CO)C(=O)OCc1ccccc1)OCc1ccccc1 (centres undefined)
 : 24%, -19%, 33%[activator], ., -3%, 25%
> O=C(CNS(=O)(=O)c1ccc(F)c(Cl)c1)NCCc1ccccc1
 : 6%, -25%, 1%, 10%, 0%, ?
> CC(=O)c1c(N2CCOCC2)nc(=S)n(Cc2ccccc2)c1C
 : -11%, -7%, ?, 13%, -11%, 0.33µM*

4 compounds from above, showing only Pf growth 48h and TbPYK inhibitor:
mol	Pf growth 48h	TbPYK inhibitor
O=C(NNC(=O)c1ccccc1F)c1ccc(Cl)c(S(=O)(=O)N2CCOCC2)c1	-16%	3%
CCCCCC(=O)Nc1ccc(S(=O)(=O)Nc2nccnc2OC)cc1	-8%	-3%
O=C(CCN1C(=O)c2ccccc2S1(=O)=O)NCc1ccc(F)cc1	4%	1%
Cc1cc(=O)[nH]c(-c2ccccc2OC(F)(F)F)n1	0%	3%

(continued)
Each structure is followed by: HCV inhibitor, Sm TGR inh, Pf growth 48h, LmPK inh, TbPYK inhibitor, Pf growth 96h
> NC(=O)c1cc(-c2cccnc2)nc2ccc(Br)cc12
 : -7%, 12%, -1%, -6%, 4%, 31%[activator]
> O=C(Nc1ccc2nccnc2c1)c1cnccn1
 : 14%, 5%, ., -12%, -7%, ?
> C[C@H](NC(=O)c1cc2c(cn1)[nH]c1ccccc12)C(=O)O
 : 9%, 10%, ?, -12%, ?, 13%
> CCOC(=O)c1ccc(N=c2scc(C)n2CC)cc1
 : 14%, -35%, 197%[activator], 6%, -27%, 293%[activator]
> COc1ccc(CN(C(=O)CN2C(=O)c3ccccc3S2(=O)=O)C(C(=O)NCC2CCCO2)c2ccco2)cc1 (centres undefined)
 : 16%, -11%, 7%, 4%, -3%, -1%
> O=C(O)c1ccccc1-c1nc2ccccc2c(=O)n1O
 : 17%, -3%, -20%, 4%, -2%, ?
> Cc1ccccc1C(=O)Nc1cccc(-c2nnc(SCC(=O)O)n2C)c1
 : 4%, -20%, 7%, 0%, -14%, ?
> CC/C=C/C(=O)N1CC2(CC(c3cccc(NC(=O)COc4ccc(Cl)cc4)c3)=NO2)C[C@H]1C(N)=O (some centres undefined)
 : -28%, ?, 10µM*, -1%, 2%, 4.7µM*
> O=S(=O)(NCc1ccncc1)c1ccc(S(=O)(=O)NCC2CCCO2)cc1 (centres undefined)
 : 13µM*, -28%, 3%, 1%, 10%, ?
> CCc1ccc2[nH]c3nc(SCC(=O)NCC4CCCO4)nnc3c2c1 (centres undefined)
 : ?, 0%, -2%, -5%, -1%, 0%
> COc1ccc(CCNC(=O)c2ccc3c(=O)n(Cc4ccco4)c(=S)[nH]c3c2)cc1OC
 : -8%, ?, -5%, 2%, -5%, ?
> Cc1c(C(=O)N2CCc3ccccc3C2)oc2ccc(Br)cc12
 : 6%, 2%, ?, ., 0%, 1%
> O=C1CC(c2ccccc2)CC2=C1C=Nc1ccccc1N2 (centres undefined)
 : -27%, -5%, ?, -1%, 0%, ?
